KLK7 zymogen act – proKLK7 zymogen activators, primary screen, biochemical, fluorescence intensity; activation, % at 7 µM; purified proKLK7, EDANS-DABCYL substrate fluorescence; 100% is mature enzyme control, 0% vehicle; Kallikrein-7 (Homo sapiens), P49862; AID 652039, 2013; 370,000 tested, 0.9% active;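 active = activation above the mean of all tested compounds plus 3 SD, computed per campaign excluding outliers beyond control limits, cut at about 13% in these data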
Target sequence (P49862 whole entry, looked up): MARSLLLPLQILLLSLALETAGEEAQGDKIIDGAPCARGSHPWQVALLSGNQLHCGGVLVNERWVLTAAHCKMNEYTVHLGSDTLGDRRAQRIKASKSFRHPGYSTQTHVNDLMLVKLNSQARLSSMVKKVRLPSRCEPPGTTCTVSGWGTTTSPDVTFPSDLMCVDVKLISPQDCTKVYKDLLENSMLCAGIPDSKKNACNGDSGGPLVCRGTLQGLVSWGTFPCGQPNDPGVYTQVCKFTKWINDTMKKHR
PLCb3 inh – human PLC-beta3 inhibitors, primary screen, biochemical, fluorescence; AID 720704, 2013; 370,000 tested, 0.18% active; inhibition, % at 12.2 µM; 1-phosphatidylinositol 4,5-bisphosphate phosphodiesterase beta-3 (Homo sapiens), Q01970; Purified PLC-beta3, fluorogenic substrate; in the data active = inhibition above about 11%;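 also: 0% = median of compound wells on plate and 100% = full blocker control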
DDE Tn7 FP inh – inhibitors of Tn7 peptide binding to fibrin DD(E), primary screen, biochemical, fluorescence polarization, human fibrin, Tn7 probe. inhibition, % at 8.3 µM. Fibrinogen beta chain (Homo sapiens), P02675. AID 720508, 2013. 370,000 tested, 0.13% active. FP displacement of FITC-Tn7 peptide from fibrin DD(E); 0% = median of compound wells per plate;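 active = inhibition above the mean of compounds falling within the control limits plus 3 SD of them, cut at about 14% in these data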;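 also: 0% = plate median of compound wells and 100% = 10 µM Aha-Tn7 peptide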
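Test system: human clot-derived fibrin DD(E) complex / Quantity: 2 µM final DD(E) protein / Incubation: 10 min plus 3 h, room temperature / Measured by: fluorescence polarization / Benchmarks: high control of 10 µM Aha-Tn7 peptide / Replicates: singlicate testing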
ASAP1 GAP inh – inhibitors of human ASAP1 ArfGAP activity, primary screen, biochemical, fluorescence polarization; ASAP1-stimulated ARF1 GTP hydrolysis, GDP FP detection; inhibition, % at 16.5 µM; 360,000 tested, 0.19% active; AID 624377, 2012; in the data active = inhibition above about 25%;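 also: 0% = vehicle with enzyme and substrate and 100% = no enzyme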
ARFGAP1 inhibitor – inhibitors of rat ARFGAP1 GAP activity, primary screen, biochemical, fluorescence polarization, GDP tracer; inhibition, % at 16.5 µM; AID 651572, 2012; 360,000 tested, 0.26% active; ADP-ribosylation factor GTPase-activating protein 1 (Rattus norvegicus), Q62848; Arfgap1-stimulated ARF1 GTP hydrolysis, GDP FP detection;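 active = inhibition above a per-plate limit, mean inhibition of low control wells plus 3 SD, cut at about 25% in these data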;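 also: 0% = DMSO wells with enzyme and 100% = wells lacking Arfgap1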
Target sequence (Q62848 1-136 limits assumed): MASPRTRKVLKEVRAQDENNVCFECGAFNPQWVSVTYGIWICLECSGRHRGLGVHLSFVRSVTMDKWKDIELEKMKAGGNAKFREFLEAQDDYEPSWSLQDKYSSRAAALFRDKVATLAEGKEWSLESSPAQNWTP
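material = rat Arfgap1 catalytic domain, aa 1-136 | also added = human ARF1(Δ1-17)-GTP substrate | compound dosing = one concentration, 16.5 µM, DMSO 1.26% | times = GTP hydrolysis reaction 2 h at 25 °C | measured by = FP, GDP Alexa 633 tracer displaced from anti-GDP antibody, 620/688 nm | evaluation = percent inhibition of Arfgap1-stimulated GTP hydrolysis | replication = single well per compound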
PLC-gamma1 inh – PLC-gamma1 enzyme inhibitors, primary screen, biochemical, fluorescence, purified enzyme | 1-phosphatidylinositol 4,5-bisphosphate phosphodiesterase gamma-1 (Homo sapiens), P19174 | fluorogenic substrate | inhibition, % at 12.2 µM | 370,000 tested, 0.84% active; in the data active = inhibition above about 9.5%
Tn6 DDE FP – inhibitors of Tn6 peptide binding to fibrin DD(E), primary screen, biochemical, fluorescence polarization, human fibrin, Tn6 probe; Fibrinogen beta chain (Homo sapiens), P02675; Fibrin DD(E) TRITC-Tn6 fluorescence polarization displacement; inhibition, % at 8.3 µM; 370,000 tested, 0.21% active;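 active = inhibition above a per-campaign cutoff: mean of compounds within control limits plus 3 SD, cut at about 15% in these data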;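 also: 0% = median of all compound wells on the plate and 100% = blocking peptide control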
MBD2 DNA inh – inhibitors of MBD2 binding to methylated DNA, primary screen, biochemical, TR-FRET, DNA-binding domain, human. inhibition, % at 4.4 µM. MBD2 binding to methylated oligonucleotide. Methyl-CpG-binding domain protein 2 (Homo sapiens), Q9UBB5. 370,000 tested, 0.31% active. AID 686964, 2013; in the data active = inhibition above about 13%
ADAM17 inh – ADAM17 inhibitors, primary screen, biochemical, QFRET. recombinant ADAM17, EDANS/DABCYL FRET peptide cleavage. inhibition, % at 6.95 µM. 370,000 tested, 0.83% active;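 active = inhibition above the mean of compounds lying between control limits plus 3 SD, set per campaign, cut at about 8.5% in these data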;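 also: 0% = DMSO-only wells as the low control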
Target sequence (P78536 215-824 limits assumed): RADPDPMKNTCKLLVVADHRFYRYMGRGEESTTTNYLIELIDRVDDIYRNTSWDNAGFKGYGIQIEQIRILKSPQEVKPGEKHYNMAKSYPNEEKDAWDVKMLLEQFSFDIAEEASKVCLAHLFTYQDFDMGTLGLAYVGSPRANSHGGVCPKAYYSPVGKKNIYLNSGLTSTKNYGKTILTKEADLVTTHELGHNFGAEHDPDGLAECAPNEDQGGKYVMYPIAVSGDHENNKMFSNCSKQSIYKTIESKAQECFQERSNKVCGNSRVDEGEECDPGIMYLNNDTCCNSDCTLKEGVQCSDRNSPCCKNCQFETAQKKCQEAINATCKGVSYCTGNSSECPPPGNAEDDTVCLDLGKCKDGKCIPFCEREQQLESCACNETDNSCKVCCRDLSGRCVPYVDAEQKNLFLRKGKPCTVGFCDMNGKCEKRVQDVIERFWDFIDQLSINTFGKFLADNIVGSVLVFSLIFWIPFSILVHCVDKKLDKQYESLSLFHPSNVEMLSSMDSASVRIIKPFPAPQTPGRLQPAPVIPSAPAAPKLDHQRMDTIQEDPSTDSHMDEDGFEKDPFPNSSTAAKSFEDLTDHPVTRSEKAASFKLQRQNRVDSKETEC
UHRF1 MBD2 ctr – UHRF1 methylated DNA binding inhibitors, primary screen, counter-screen for MBD2 inhibitor project, biochemical, TR-FRET, human UHRF1, single concentration; E3 ubiquitin-protein ligase UHRF1 (Homo sapiens), Q96T88; 370,000 tested, 0.75% active; inhibition, % at 4.4 µM; UHRF1 binding to methylated oligo; in the data active = inhibition above about 21%;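 also: UHRF1 SRA domain binding a hemimethylated CpG hairpin DNA probe; 0% = median of test compound wells and 100% = reference inhibitor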
Numbers without * were called inactive; i = inactive; & = joins results of further samples. Random draw from the library; 4.1% or so of the library scored in one or more.

SMILES	KLK7 zymogen act	PLCb3 inh	DDE Tn7 FP inh	ASAP1 GAP inh	ARFGAP1 inhibitor	PLC-gamma1 inh	Tn6 DDE FP	MBD2 DNA inh	ADAM17 inh	UHRF1 MBD2 ctr
COc1ccc(-c2nc(CN3CCC(C(=O)NC4CC4)CC3)c(C)o2)cc1OC	-0.3	-6	3	-10	8	-3	8	-5	-1	-2
CCc1cc(-c2nnn(CCC3COCCO3)c2CC)cc(CC)c1-c1cn(Cc2ccc3ccccc3c2)nn1 (stereo not given)	0.4	2	6	-4	-1	0	0	-1	3	65*
CC(C)CCNC(=O)CN(Cc1ccco1)C(=O)c1snc(C(N)=O)c1N	3.0	-54	-12	11	1	-47	7	-1	-45	1
C=CCN(Cc1cccc(OC)c1OC)S(=O)(=O)N(C)C	0.2	-1	4	-13	-5	1	6	-6	0	1
CCc1ccc2[nH]c(O)c(N=NC3=NC(=O)CS3)c2c1	-0.6	4	4	-6	-4	2	-2	-3	-2	5
COC(=O)c1ccccc1NC(=O)c1ccccc1SC	0.6	-1	0	0	-2	3	4	-1	0	-2
CN(Cc1cccs1)C(=O)CCc1c[nH]c2ccccc12	0.1	-6	8	1	-8	0	1	5	0	17
CC1(C)CC(=O)C2=C(C1)Nc1ccccc1NC2c1cccnc1 (stereo not given)	-0.6	1	-4	2	-5	3	-10	-1	1	4
CN(Cc1ccc(F)cc1)C(=O)c1ccc2c(c1)NC(=O)CS2	0.5	-1	2	9	1	-2	0	-8	3	-4
CCOC(=O)c1ccc(NC(=O)C(=O)NCc2ccc(/C=C(/C#N)C(=O)NCCOC)o2)cc1	-0.2	-35	-5	-4	8	-2	2	1	-6	4
O=S(=O)(NCCc1ccncc1)c1cc(Br)ccc1F	-0.4	-139	4	1	-1	0	0	4	-2	11
CCC(Sc1nc(C)cc(C)n1)C(=O)Nc1nccs1 (stereo not given)	0.3	-6	-2	-6	-5	0	2	2	-5	-3
O=S1(=O)N[C@H](Cc2ccccc2)COc2cc(Br)ccc21	-0.3	0	1	10	7	2	-9	5	0	-1
O=C(NCc1ccco1)c1cccc(NS(=O)(=O)c2ccccc2F)c1	-0.8	1	-3	-6	8	-2	2	6	-4	0
CCOC(=O)N1CCN(C(=O)COC(=O)CNC(=O)c2ccc(OCC)c(OCC)c2)CC1	-0.5	0	3	-15	1	-2	3	-6	0	0
COc1ccc(CNC(=O)N2CCN(S(=O)(=O)c3ccccc3F)CC2)cc1	0.4	-8	8	8	-1	-2	-4	1	-1	0
CCCCC(CCC(=O)O)(C(=O)OCC)c1csc(Nc2ccc(OCC)cc2)n1 (stereo not given)	-0.3	-13	7	-5	16	-2	-2	1	-5	0
Cc1ccc(Cl)c(N/C=C/C(=O)c2ccccc2)c1	-3.4	-15	3	-1	12	-9	4	0	1	0
Brc1ccc(OCCCOc2cccc3cccnc23)cc1	-0.8	-20	8	-2	-6	-8	2	-7	4	-1
COc1ccc(CCNC(=O)CCS(=O)(=O)c2ccc3c(c2)NC(=O)CO3)cc1OC	0.4	-6	1	2	2	2	2	4	-3	4

A second format for 3 compounds above:
Molecule,KLK7 zymogen act,PLCb3 inh,DDE Tn7 FP inh,ASAP1 GAP inh,ARFGAP1 inhibitor,PLC-gamma1 inh,Tn6 DDE FP,MBD2 DNA inh,ADAM17 inh,UHRF1 MBD2 ctr
O=S1(=O)N[C@H](Cc2ccccc2)COc2cc(Br)ccc21,-0.3,0,1,10,7,2,-9,5,0,-1
Cc1ccc(Cl)c(N/C=C/C(=O)c2ccccc2)c1,-3.4,-15,3,-1,12,-9,4,0,1,0
O=C(NCc1ccco1)c1cccc(NS(=O)(=O)c2ccccc2F)c1,-0.8,1,-3,-6,8,-2,2,6,-4,0

(listing goes on)
SMILES	KLK7 zymogen act	PLCb3 inh	DDE Tn7 FP inh	ASAP1 GAP inh	ARFGAP1 inhibitor	PLC-gamma1 inh	Tn6 DDE FP	MBD2 DNA inh	ADAM17 inh	UHRF1 MBD2 ctr
O=C(Nc1ccc(Br)cc1)Nc1ccccc1Cl	-0.1	-2	1	-9	-2	3	-2	-3	3	-2
Cc1ccc(S(=O)(=O)N(C)C)cc1NC(=O)COC(=O)CCNS(=O)(=O)c1ccccc1	0.6	-4	3	3	-2	4	-2	1	-1	1
Cc1ccc(CC23CN4CCN(CC(C4)C2O)C3)c(C)c1 (stereo not given)	0.4	0	2	-10	7	1	0	-2	-2	2
CCc1[nH]nc2c1C1(CCOC1C)C(C#N)=C(N)O2 (stereo not given)	-0.6	0	-7	15	12	3	0	-2	-2	-3
CCn1cc(C(=O)NN)c(=O)c2cc(F)c(N3CCCCC3)cc21	-1.4	-36	3	4	9	-27	-15	6	-10	2
Cc1ccc(SCC(=O)n2nc(C)cc2C)cc1	-0.1	-4	2	3	-7	-3	0	0	-4	2
COc1ccc(C(=O)NC(=S)Nc2ccc3[nH]c(=O)[nH]c3c2)cc1Br	-0.3	1	5	-7	12	2	0	2	-3	4
CCOC(=O)c1c(C)[nH]c(C)c1C(=O)COC(=O)c1ccc(Cl)c(S(N)(=O)=O)c1	-0.5	-4	-2	3	11	-3	-10	10	0	7
Cc1cc(-n2nc(C)cc2C)nc(N)n1	-0.5	3	1	-8	2	-1	-2	-1	-3	-3
Cc1cc(=O)[nH]c(SCc2nc3ncccn3c2Br)n1	29*	i	6	15	2	i	3	2	-300	3
Cc1ccc(C)c(N(C(=O)c2csnn2)C(C(=O)NC2CCCCC2)c2cccnc2)c1 (stereo not given)	-0.1	-6	-11	14	7	2	3	-6	1	1
c1ccc(-c2n[nH]c(-c3ccccc3)c2-c2nc3ccccc3[nH]2)cc1	0.3	2	-10	1	-2	0	-10	3	-1	3
Cc1nc(-c2nnc(SCC(=O)Nc3ccc(C(F)(F)F)cc3)n2C)cs1	0.2	-7	0	1	-4	1	4	5	1	-1
O=C(C[C@H]1C(=O)N(C2CCCCC2)C[C@@H]1c1ccccc1)Nc1ccc(Br)cc1	-0.6	-4	-4	2	10	-3	6	12	-1	22*
CCSc1nc2ccccc2c(=O)n1CCc1ccc(OC)c(OC)c1	0.9	-10	1	-3	2	0	1	0	-4	-2
Cc1ccc(S(=O)(=O)N2[C@H](CC(=O)Oc3ccccc3)OC[C@@H]2C(C)C)cc1	1.4	1	-1	-4	0	5	-12	-1	4	-1
Cc1ccsc1C(=O)NNC(=O)c1ccncc1	0.1	-5	-3	-6	-9	1	2	6	-5	0
CC(C)c1ccc(C(=O)N2CCCCC2c2cc(C(=O)Nc3ccncc3)no2)cc1 (stereo not given)	0.2	-12	0	4	1	-4	-2	0	-3	3
CC(=O)OC1CCC(OC(C)=O)c2c1n([O-])c(C)c(C)[n+]2=O (stereo not given)	-0.3	0	3	-11	0	-1	-2	-4	-4	1
CCCCCn1c(=N)n(CC(O)COc2ccccc2OC)c2ccccc21 (stereo not given)	0.0&-0.4	4&6	2&-2	2&2	6&4	0&3	-3&-2	2&-2	-1&1	-2&-2
CC(C)C(=O)Nc1c(-c2ccc(Cl)cc2)c(=O)c2ccccc2n1C	-0.8	-7	5	1	-16	1	-3	3	-7	0
CN(Cc1ccccc1)CC(O)COc1ccc(CNCc2nccn2C)cc1 (stereo not given)	0.0	-1	-3	-1	4	1	-3	0	-4	2
Fc1cccc(Nc2ncnc3[nH]ncc23)c1	-0.9	-5	-3	7	1	-3	-11	-3	2	0
COC(=O)c1sccc1NC(=O)CC1C(=O)NCCN1C(=O)Nc1ccccc1 (stereo not given)	0.5	0	-5	-6	3	2	4	1	-1	-2
CSc1ncnc2c1ncn2CCCNCC(C)c1ccccc1 (stereo not given)	0.4	5	2	-3	6	3	-6	3	0	-4
NC(=O)c1nsc(C(=O)N(Cc2ccco2)C(C(=O)NCc2ccc(F)cc2)c2ccc(O)cc2)c1N (stereo not given)	1.2	-70	1	4	0	-60	3	-1	-41	-1
CC1CCN(C(=O)CSc2nc(C3CC3)nc3ccccc23)CC1	0.2	1	-2	-3	3	7	-5	-5	2	-2
Cc1cc(C)c(C)c(OCC(=O)O/N=C(\N)c2ccccn2)c1	0.4	0	1	-6	-8	-1	9	3	-7	-1
Fc1ccc(Nc2nc(N/N=C/c3ccco3)nc(N3CCCCC3)n2)cc1	0.0	-1	6	-10	8	1	5	-6	2	-1
Cc1ccc(NC(=O)CN(C)C(=O)Cn2cc(C(F)(F)F)cc(Cl)c2=O)cc1	0.3	0	-4	8	2	1	-2	-4	0	-1
Cc1cc(NC(=O)CSc2nnc(-c3ccncc3)n2-c2ccc(F)cc2)no1	-0.2	-7	-1	-19	3	1	0	0	-6	-2
Cc1cc(C)cc(CC(=O)N2CCC2(C)C(=O)NS(=O)(=O)Cc2ccccc2)c1 (stereo not given)	0.2	-1	0	13	16	5	-1	-1	0	-1
CCOC(=O)C1=C(COC(=O)/C=C/c2cccc([N+](=O)[O-])c2)NC(=O)NC1C (stereo not given)	0.5	-5	0	4	11	0	-1	2	-4	4
Cc1ccc(NC(=O)C(C)OC(=O)CCNS(=O)(=O)c2ccc(C)cc2)cc1 (stereo not given)	-0.2	4	5	0	-8	2	-5	-3	0	-1
COc1ccc(C(=O)N(C)Cc2ccccc2F)cc1S(=O)(=O)N1CCCC1	0.3	-3	1	-9	-8	-5	12	0	1	-1
Cc1cc(C(F)(F)F)nc(-n2cc(-c3cccc(N)c3)nn2)n1	0.1	-4	3	5	6	-3	-6	12	-5	14
CC/C(=N/O)C(=O)c1ccc(Br)cc1	-0.2	2	-5	-12	-8	6	4	-2	4	4
Cc1ccc(C(=O)NCCNC(=O)c2ccco2)cn1	-0.4	-4	-2	-3	17	0	4	1	-4	-2
O=C(COc1ccccc1Cl)Nc1cccc(S(=O)(=O)N2CCCC2)c1	0.1	-6	-6	3	-10	1	6	3	0	-2
Nc1ncnc2c1ncn2[C@@H]1O[C@H](CNCc2ccc(OCC(=O)Nc3nccs3)cc2)[C@@H](O)[C@H]1O	-0.3	2	-3	-2	-9	0	-2	4	-1	2
COc1ccc(-n2c(=S)[nH]c3cc(C(=O)Nc4ccc(F)cc4)ccc3c2=O)c(OC)c1	-0.3	-8	1	16	25*	1	-9	4	7	4
